Pemphigus Ab inh – blocks pemphigus antibody binding to human desmoglein-3 | P32926 | DSG3-coupled beads, scFv-anti-DSG3-GFP binding, flow cytometry; hits give low values | binding (percent of control), % at 10 µM | 0.48% of 310,000 active | AID 588358;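 active = binding more than 3 SD below its plate's average and above zero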;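 note: hits lower antibody fragment binding to DSG3; some compounds called inactive have numbers as strong as hits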
PKA-R1A act – PKA-R1A complex activation. PKA-R1A dissociation, Cy5-IP20 fluorescence polarization; scaled: DMSO 0%, 113 µM cGMP 100%. activation, % at 11.4 µM. 0.083% of 340,000 active;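 active = percent activation above the mean of all tested compounds plus 3 SD, cut at about 19% in these data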;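 note: higher means more PKAc released from R1A so a rise in polarization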
HTR5A ag – counter-screen for OPRM1-OPRD1 agonists: human HTR5A agonism; 0.61% of 340,000 active; activation, % at 9.3 µM; HTR5A agonist assay, luminescence, cell-based; in the data active = activation mostly above about 9.5%, no sharp cut-off; inactive = mostly below about 7.6%;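 note: 0% = cells with vehicle only and 100% = reference agonist; strong numbers were not always called active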
Target sequence (P47898 whole entry, looked up): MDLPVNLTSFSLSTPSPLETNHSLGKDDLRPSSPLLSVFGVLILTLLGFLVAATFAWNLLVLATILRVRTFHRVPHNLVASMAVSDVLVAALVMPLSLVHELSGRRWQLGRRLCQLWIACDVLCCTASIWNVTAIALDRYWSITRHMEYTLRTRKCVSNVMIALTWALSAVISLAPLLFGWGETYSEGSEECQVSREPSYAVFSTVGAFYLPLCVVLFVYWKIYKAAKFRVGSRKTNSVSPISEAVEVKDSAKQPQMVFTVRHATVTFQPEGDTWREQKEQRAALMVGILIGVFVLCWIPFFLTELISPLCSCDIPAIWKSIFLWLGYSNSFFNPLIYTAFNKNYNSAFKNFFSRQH
HTR5A inv ctr – inverse agonist of human HTR5A in OPRM1-OPRD1 counter-screen | P47898 | HTR5A cell line, luminescence, inverse agonism | inhibition, % at 9.3 µM | 0.083% of 340,000 active | AID 504634; in the data active = inhibition mostly above about 23%, no sharp cut-off; inactive = mostly below about 18%;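 note: 0% = cells with DMSO and 100% = no-cell wells with DMSO; some compounds called inactive have numbers as strong as hits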
phage Ecoli inh – E. coli growth loss with phage present; growth absorbance; inhibition, % at 11.9 µM; 0.26% of 360,000 active; AID 651602; in the data active = inhibition above about 11%
PfHsp90 set2 – inhibits growth of yeast expressing Plasmodium falciparum Hsp90; AID 504621; 0.32% of 310,000 active; S. cerevisiae expressing PfHsp90, BacTiter-Glo ATP, 48 h; yeast lacking PDR1 and PDR3 efflux regulators; inhibition, % at 9.4 µM;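 active = every replicate shows inhibition above about 80%, whatever the replicate mean, limit read from the data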;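 note: 0% = DMSO neutral controls and 100% = 20 µM radicicol positive controls; yeast relying on Plasmodium falciparum Hsp90 in place of its own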
E coli growth – counter-screen for AddAB inhibitors: E. coli growth inhibition; E. coli V3065 growth, OD600 absorbance, 18 h; inhibition, % at 11.9 µM; 0.27% of 330,000 active;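 active = inhibition above the campaign's mean inhibition across all tested compounds plus 3 SD, cut at about 9.9% in these data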;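 note: uninfected addAB+ strain grown without phage in ampicillin broth; 0% = DMSO wells and 100% = ciprofloxacin 0.95 µg/ml wells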
AddAB inh – less growth of phage-infected E. coli with AddAB | E. coli expressing H. pylori AddAB, absorbance growth | inhibition, % at 11.9 µM | 0.29% of 330,000 active; in the data active = inhibition above about 12%;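 note: 0% = vehicle wells of infected cells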
OPRM1-OPRD1 inv – mu-delta opioid heterodimer inverse agonism; P35372+P41143; cell-based MOR-DOR heterodimer luminescence; inhibition, % at 9.3 µM; 0.21% of 340,000 active; AID 504357; in the data active = inhibition above about 22%, passing the limit was not always enough;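 note: 0% = cells with DMSO and 100% = wells without cells with DMSO; values of inactives mirror those of a sister screen read the other way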
SUMO Mot1 rescue – blocks SUMOylation pathway, rescuing yeast Mot1-301 growth; growth rescue, % at 18.8 µM; 1% of 320,000 active; S. cerevisiae Mot1-301 growth rescue, ATP luminescence, 38.5C; percent above DMSO median, 100 means doubled;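 active = every valid replicate shows activation above 250% relative to neutral control wells; inactive = the rest, any valid replicate at or below 250%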;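 note: OY570 slx delta 5 strain wells were the positive control but not used for scaling; some compounds called inactive have numbers as strong as hits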
MOR-DOR ag – OPRM1-OPRD1 heterodimerization agonism; cells, luminescence; activation, % at 9.3 µM; 0.3% of 340,000 active; AID 504326; in the data active = activation above about 18%;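 note: 0% = vehicle-treated cells and 100% = reference agonist; values of inactives mirror those of a sister screen read the other way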
* marks the source's active call; other numbers are inactive results; · = no result given.

SMILES	Pemphigus Ab inh	PKA-R1A act	HTR5A ag	HTR5A inv ctr	phage Ecoli inh	PfHsp90 set2	E coli growth	AddAB inh	OPRM1-OPRD1 inv	SUMO Mot1 rescue	MOR-DOR ag
COc1ccc(-c2nc(CSCC(=O)NC3CC3)c(C)o2)cc1OC	102	-3	-5	3	1.9	17	2.0	3.3	17	27	-3.3
COC(=O)c1ccccc1NC(=O)CSc1nnc(-c2cccnc2)n1N	104	-3	-4	10	-0.3	0	1.1	1.5	-3	-4	0.6
CCc1ccc(NC(=O)c2c(C(=O)Nc3ccccc3)sc3nc(C)cc(=O)n23)cc1	95	-6	1	8	2.5	-6	0.9	-0.2	-29	·	5.4
CCn1c(Cc2ccccc2)nnc1SCC(=O)Nc1ccc2c(c1)OCO2	101	-2	-1	2	3.9	15	-0.2	-2.2	7	225	-1.4
Cc1cnc(C(=O)OCC(=O)c2csc(N3CCCCC3)n2)cn1	·	-1	-2	-5	1.1	5	0.7	2.0	-17	282	2.7
S=C(NC1CCCC1)NC1CC1	93	4	-4	9	3.7	4	-1.1	-0.2	1	316	-0.2
CCCNC(=O)c1cccc(COc2ccccc2OC)c1	86	6	9	-18	4.9	2	0.0	0.3	1	-4	-0.1
CCn1cc(C(=O)NCCC2=CCCCC2)c(=O)c2cc(S(=O)(=O)N(C)C)ccc21	113	11	-5	13	-0.3	-13	-3.1	5.8	9	8	-1.8
CN(CCOc1cccc2ccccc12)Cc1ccccc1	113	-1	0	0	1.0	8	-0.5	0.3	-4	8	0.7
O=C(NCc1ccc(OC(F)(F)F)cc1)c1cccc2c1C(=O)c1ccc(N3CCC(Cc4ccccc4)CC3)cc1S2(=O)=O	122	-8	-4	-17	2.6	·	1.4	-0.9	1	-4	-0.2
Cc1cccc(NC(=O)C(=O)NCC2CCCN2S(=O)(=O)c2cccs2)c1C (stereo not given)	106	-13	4	18	3.0	-45	0.8	1.6	6	219	-1.3
COCCCNC(=O)Nc1ccc(F)cc1F	111	-4	0	-1	1.4	19	-2.0	-3.0	9	-2	-1.6
O=C(Nc1ccc(O)c2c(=O)cc(-c3cccc(Cl)c3)oc12)c1ccccc1Cl	106	0	-2	2	0.3	18	-1.6	0.6	4	-16	-0.7
CC[C@]1(C(=O)OC)[C@H]2C(=O)N(Cc3ccccc3)C(=O)[C@H]2[C@H]2CN(C)C(=NCc3ccccc3)N21	103	0	1	-3	·	-14	-2.9	-0.7	4	·	-0.7
Cc1ccc(NC(=O)COC(=O)CCc2nc3ccccc3c(=O)[nH]2)cc1Cl	·	6	1	0	2.5	-3	0.0	-0.1	-1	464	0.3
O=C(CCCc1ccccc1)Nc1ccnn1C1CCN(Cc2ccccc2)CC1	109	-6	0	-1	-1.3	-38	-2.4	2.7	-22	-4	4.4
COC(=O)c1cc(Cl)c(NC(=O)c2cc3ccccc3o2)cc1OC	110	-18	-4	10	3.0	-13	-0.3	-0.5	8	-2	-1.5
Cc1cc(C)n2nc(C(=O)NNC(=O)c3ccccc3)nc2n1	109	-4	-1	2	0.8	·	0.9	4.0	-3	-1	0.6
COc1cc(CNc2ccc3[nH]c(=O)[nH]c3c2)ccc1OCc1ccc(F)cc1	99	-2	7	-27	0.9	5	-0.5	1.8	-18	-2	3.7
Cc1ccc(-c2cc[n+](Cc3ccccc3)cc2)cc1	105	-6	2	16	5.2	-1	0.1	5.9	-5	21	1.0
COc1cc(CNCC(C)C)c(Br)cc1OCC(=O)NCc1ccccc1	105	-11	3	5	2.3	·	-0.8	-0.5	14	-2	-3.0
CC1(C)CC(=O)C(C=NCCN2CCNCC2)=C(O)C1	107	-4	5	-13	5.8	-5	-1.9	2.1	16	9	-2.7
CCN1C(C)=CC(=O)[C@@H](O)[C@H]1c1ccccc1Br	96	-9	1	-4	2.0	6	·	·	10	·	-2.2
O=C(NCc1ccco1)c1ccc2c(=O)n(Cc3ccco3)c(SCC(=O)N3CCCC3)nc2c1	102	-2	3	-5	2.1	-12	-0.8	4.8	-2	84	0.5
CCCn1nnnc1NCc1ccccc1OCc1cccs1	101	9	3	-3	1.2	-13	-1.6	0.9	15	-8	-2.6
CCn1c(Oc2ccccc2C)nc2c1c(=O)n(C)c(=O)n2C	111	14	0	1	1.2	-11	·	·	3	139	-0.6
CC1CCCN(C(=O)CSc2nc3ccccc3o2)C1 (stereo not given)	104	-3	1	-13	1.9	·	-0.3	3.0	8	3	-1.4
Cc1ccc(S(=O)(=O)NCC(=O)N2CCOCC2)cc1	100	-8	1	-3	-0.1	7	1.6	0.7	13	156	-2.5
COc1ccccc1N(CC(=O)NCCSCc1ccco1)S(=O)(=O)c1ccccc1	124	13	1	8	-0.6	-29	-0.2	-0.9	19	-15	-3.6
CC1CN(C(=O)CSc2nc(-c3ccc(F)cc3)cs2)CC(C)O1 (stereo not given)	108	-9	-3	8	3.9	8	-0.8	3.9	11	2	-1.9
Nc1ccc(-c2nnc(-c3ccc(N)cc3)o2)cc1	99	-3	-1	3	-1.8	17	-3.4	2.0	17	8	-3.9
CCCc1cc(=O)oc2cc(OC(=O)CN3C(=O)NC4(CCCC4)C3=O)ccc12	100	-3	3	8	2.1	-19	2.4	2.6	9	-14	-1.4
N#Cc1ccc(C#Cc2ccc3oc4ccccc4c(=O)c3c2)cc1	·	-7	0	2	2.0	-16	-1.2	3.5	19	-14	-3.4
COc1ccc(/C=N/NC(=O)c2ccc(C)nc2)cc1O	114	2	1	-48	2.1	3	0.7	-0.7	-7	7	1.4
CC(=O)Nc1ccc(C(=O)COC(=O)CCc2ccccc2)c(F)c1	·	-8	-1	3	-0.2	14	0.5	0.8	9	5	-2.3
Cc1cc(NC(=O)CSc2nccn2-c2cccc(Cl)c2)no1	102	3	1	8	3.5	9	1.0	0.8	12	8	-2.4
COc1ccc(CC(=S)N2CCOCC2)cc1F	103	0	2	-7	4.6	13	-0.5	4.1	2	-3	-0.3
COc1ccc(OC)c(C2=NOC(C(=O)NCC3CCCO3)C2)c1 (stereo not given)	102	7	2	-17	·	10	-3.1	-2.5	-26	8	5.0
Cn1c(=O)[nH]c(=O)c2c1nc(CN1CCOCC1)n2Cc1ccccc1	107	-10	-5	-23	0.7	12	0.0	-2.1	2	-16	-0.3
CN(C)C(=O)C1C2NC(=S)N(c3ccc(Cl)cc3)C1(C)Oc1ccc(Cl)cc12 (stereo not given)	94	4	-1	3	0.3	-18	-0.1	3.1	13	10	-2.7
Cc1ccc(S(=O)(=O)N2CCOCC2)cc1C(=O)OC1CCCCC1=O (stereo not given)	102	1	4	3	2.1	2	-0.7	-1.3	9	355	-1.8
COc1ccc2[nH]c(CN3CCN(CCC(C)C)C(CCO)C3)c(C)c2c1 (stereo not given)	105	-1	0	-13	0.3	0	2.0	0.0	-25	11	4.8
C=CCNC(=S)N1CCN(c2cc3c(cc2F)c(=O)c(C(=O)O)cn3CC)CC1	94	3	-2	8	41*	5	99*	100*	5	12	-0.8
O=C(NCc1cccs1)c1ccc(Cl)c(S(=O)(=O)N2CCCC2)c1	114	4	-6	-10	3.4	·	2.1	0.7	-3	·	0.6
CC(C)Oc1ccc(Cn2c(=O)oc3ccccc32)cc1	112	6	2	-6	3.5	0	0.1	1.0	11	-20	-2.4
COc1ccc(COC(=O)C2=C(C)NC(=O)NC2c2ccc(OC)cc2)cc1 (stereo not given)	101	-6	9	-25	-1.6	-5	-0.4	1.9	1	0	-0.2
O=C1CN(C(=O)CNCc2cccc(Cl)c2)c2ccccc2N1	106	-7	-5	-44	1.8	-20	-1.8	-1.7	1	-2	-0.3
O=C1CC[C@H](O)CCN1[C@H](CSc1ccc(Br)cc1)Cc1ccccc1	108	5	8	-21	4.9	-14	1.6	0.8	6	-14	-1.0
CC(=O)Nc1ccccc1-c1nnn(CC(=O)Nc2ccc3c(c2)OCCO3)n1	98	-4	-1	-16	9.4	0	8.7	11	3	-4	-0.7
Cc1ccc(S(=O)(=O)N2[C@@H](c3ccccc3)C(C(=O)O)=CC[C@H]2c2ccc3c(c2)OCO3)cc1	104	-5	-2	-1	1.8	26	0.2	-1.1	7	255	-1.2
Further compounds follow:
SMILES	Pemphigus Ab inh	PKA-R1A act	HTR5A ag	HTR5A inv ctr	phage Ecoli inh	PfHsp90 set2	E coli growth	AddAB inh	OPRM1-OPRD1 inv	SUMO Mot1 rescue	MOR-DOR ag
Cc1ccc(C)c2c1cc(C)c1nnc(SCC(=O)N3CCCc4ccccc43)n12	101	-10	3	11	3.8	-5	2.5	1.8	12	213	-2.8
CCc1cccc(CC)c1NC(=O)C[n+]1cccc(C(N)=O)c1	96	0	2	-5	2.9	-6	-0.6	2.2	16	-14	-3.1
COc1ccc2[nH]cc(CCNC(=O)COc3cc(C)cc4oc(=O)cc(C)c34)c2c1	100	-9	5	9	1.1	8	-2.8	0.3	9	4	-1.8
NC(=O)CSc1nccn1Cc1ccccc1	107	-3	0	-12	-0.6	·	1.9	0.1	11	-13	-2.2
CN1CCN(C(=O)OCCOCCOC(=O)N2CCN(C)CC2)CC1	91	2	-1	4	-1.6	0	·	·	5	·	-1.1
CC(C)Cn1c(N)c(C(=O)CSc2nnc(C3CC3)n2C2CC2)c(=O)n(C)c1=O	104	-23	3	17	3.3	6	·	·	21	·	-4.2
Cc1ccc(C2(C(F)(F)F)NC(=O)N3N=C4CCCCCN4C3=C2C#N)cc1 (stereo not given)	100	6	-4	11	3.0	21	1.3	0.6	6	163	-1.1
O=C(O)c1ccc(/C=N/Nc2ncc(C(F)(F)F)cc2Cl)cc1	100	-2	2	-5	-0.1	2	2.1	4.5	6	-36	-1.2
CC(NC(=O)Nc1ccccc1)C(c1cccs1)N1CCOCC1 (stereo not given)	101	0	-3	-5	0.4	5	-0.4	-1.7	8	1	-1.3
COc1cc(C(Nc2ccccn2)c2c(NC(=O)c3ccco3)sc(C)c2C)cc(OC)c1OC (stereo not given)	92	-2	0	-1	3.0	14	3.2	1.1	19	-22	-3.9
COc1ccc(CN(C)C(=O)C2CCN(C(=O)Nc3ccccc3)CC2)cc1	105	-13	6	-22	1.6	·	2.1	0.4	4	-10	-0.7
Cc1ccc(S(=O)(=O)N(C)c2ccc(C(=O)N3CCCCC3)cc2)cc1	101	-10	6	-17	2.5	-6	1.7	3.4	6	-2	-1.3
Cc1cccc(C)c1OCCNC(=O)c1ccc2ccccc2n1	-7.3*	5	-5	12	5.0	-16	4.0	3.5	-32	10	4.5
CCOc1ccccc1N1CCN(C(=O)c2cccc(-c3ccc(O)cc3)c2)CC1	85	3	3	13	3.1	104*	-3.1	0.5	-32	6	5.9
CCOC(=O)C1(Cc2ccccc2)CCN(Cc2cnn(C(C)C)c2)CC1	105	-2	2	-5	3.4	22	0.7	1.9	-12	-2	2.3

Compound activity deposited in PubChem by several laboratories.
